Screening data deposited in PubChem by Broad Institute.
ERp5 inh – inhibitors of ERp5-driven insulin aggregation, primary screen, biochemical, turbidity, absorbance 650 nm, single point | 90 min | inhibition, % at 9.99 µM | AID 651711, 2012 | Protein disulfide-isomerase A6 (Homo sapiens), Q15084 | 350,000 compounds, 0.05% hits;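 active = mean replicate inhibition above about 25%, with every replicate also reaching it, limit read from the data, passing the limit was not always enough; inconclusive = only one of those two criteria met; inactive = neither criterion met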
Target sequence (Q15084 whole entry, looked up): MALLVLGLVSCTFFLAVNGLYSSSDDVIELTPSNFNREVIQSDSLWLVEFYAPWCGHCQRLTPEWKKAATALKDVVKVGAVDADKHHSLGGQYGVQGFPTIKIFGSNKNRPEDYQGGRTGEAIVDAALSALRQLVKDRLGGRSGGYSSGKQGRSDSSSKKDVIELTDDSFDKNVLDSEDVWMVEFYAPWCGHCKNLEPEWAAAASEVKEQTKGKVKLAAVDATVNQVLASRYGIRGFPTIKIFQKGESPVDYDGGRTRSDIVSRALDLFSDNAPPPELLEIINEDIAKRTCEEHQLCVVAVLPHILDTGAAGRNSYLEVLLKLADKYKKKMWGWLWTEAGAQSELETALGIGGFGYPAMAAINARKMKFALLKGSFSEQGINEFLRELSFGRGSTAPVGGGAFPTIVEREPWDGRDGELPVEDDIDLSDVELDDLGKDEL
SIRT5 inh – SIRT5 desuccinylase inhibitors, primary screen, biochemical, fluorescence imaging, single point, set 5; NAD-dependent protein deacylase sirtuin-5, mitochondrial (Homo sapiens), Q9NXA8; Purified SirT5, succinyl-peptide AMC, trypsin-coupled fluorescence; inhibition, % at 15 µM; 330,000 compounds, 1.1% hits; AID 652115, 2013; in the data active = inhibition above about 15%; inconclusive = no clear call, values can overlap the other calls
Target sequence (Q9NXA8 whole entry, looked up): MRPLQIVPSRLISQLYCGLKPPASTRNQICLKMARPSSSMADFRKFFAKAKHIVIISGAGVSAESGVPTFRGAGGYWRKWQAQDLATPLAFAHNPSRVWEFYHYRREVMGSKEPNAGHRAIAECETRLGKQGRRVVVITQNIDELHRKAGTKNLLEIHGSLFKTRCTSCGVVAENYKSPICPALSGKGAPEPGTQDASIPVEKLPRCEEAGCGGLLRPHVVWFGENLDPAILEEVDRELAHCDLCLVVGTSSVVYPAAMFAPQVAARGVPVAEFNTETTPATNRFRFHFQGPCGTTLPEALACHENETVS
DENV2 CPE – inhibitors of DENV2 cytopathic effect, primary screen, cell-based, plate reader, single concentration. DENV2-infected cells, cytopathic effect rescue. CPE inhibition, % at 9.99 µM. 350,000 compounds, 1.7% hits. AID 651640, 2012; in the data active = CPE inhibition above about 20%, passing the limit was not always enough; inconclusive = no clear call, values can overlap the other calls; tested in BHK-21 cells;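 also: 0% = median of neutral control wells and 100% = median of positive control wells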
E-sel inducer – E-selectin induction in HUVECs, primary screen, imaging, HUVEC, immunofluorescence imaging, single point | P16581 | normalized: neutral wells 0, TNF-alpha wells 100 | activation, % at 7.58 µM | 260,000 compounds, 0.37% hits;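 active = mean E-selectin-positive cell signal at least 10% of the positive control, reached in at least 60% of replicates, without over 20% cell loss; inconclusive = no rule given, readout overlaps actives, possibly toxicity-flagged; inactive = the rest, including those meeting only one limit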;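 also: in these data hits start at about 27%; measured in HUVEC primary endothelial cells; signal is the percent of cells scored E-selectin positive by PE staining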
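Test system: HUVEC | Signal: Immunofluorescence imaging | Read-out: Percent E-selectin-positive cells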
PglD inh – C. jejuni PglD acetyltransferase inhibitors, primary screen, biochemical, DTNB colorimetric, single point. 360,000 compounds, 0.098% hits. purified PglD enzyme, DTNB colorimetric CoA detection. UDP-N-acetylbacillosamine N-acetyltransferase PglD (Campylobacter jejuni). AID 602405, 2012. inhibition, % at 12.5 µM; in the data active = inhibition above about 16%, passing the limit was not always enough; inconclusive = no clear call, values can overlap the other calls; also: strong numbers were not always called active
Statin myotox sup – suppressors of statin myotoxicity in C2C12 myotubes, primary screen, cell-based, single point, plate reader. C2C12 myotubes + simvastatin, ATP luminescence, 48 h; scaled: DMSO 0, geranylgeraniol control 100. AID 602340, 2012. 330,000 compounds, 0.78% hits. rescue of ATP level, % at 7.49 µM;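 active = mean ATP rescue above about 67%, or every replicate alone reaching that limit, limit read from the data, passing the limit was not always enough; inconclusive = no clear call, values can overlap the other calls; inactive = mean under the limit and some replicate under it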;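 also: myotubes were challenged with 10 µM simvastatin during compound exposure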
S100A4 MyoIIA – inhibitors of S100A4-myosin IIA peptide binding, primary screen, biochemical, fluorescence polarization, TAMRA-MyoIIA peptide | Protein S100-A4 (Homo sapiens), P26447 | inhibition, % at 10.7 µM | 360,000 compounds, 0.14% hits;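 active = mean inhibition of at least 70% across replicates, with every replicate also reaching that level; inconclusive = mean inhibition reaches 70% but some replicates fall short; inactive = mean inhibition below 70%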
Target sequence (P26447 whole entry, looked up): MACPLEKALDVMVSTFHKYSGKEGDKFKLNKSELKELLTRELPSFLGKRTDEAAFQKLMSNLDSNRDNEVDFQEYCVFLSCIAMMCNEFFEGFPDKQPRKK
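Test system: S100A4 monomer protein; Medium: HEPES pH 7.2 with CaCl2, KCl, NaCl, DTT, Triton; Probe or stimulus: TAMRA-labelled myosin IIA heavy-chain peptide probe, 5 nM; Doses: one dose per compound; Times: polarization read 5 min after assay mix addition, stable 5–60 min; Benchmarks: neutral control DMSO, positive control TFP.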
The depositor's hits bear a star; ? = inconclusive; . = not tested or not shown; & = joins results of further samples. A portion of the library; rates above refer to the full screens.

No.	Compound	ERp5 inh	SIRT5 inh	DENV2 CPE	E-sel inducer
1	C[C@@H]1CCCCO[C@H](CN(C)CC2CC2)[C@H](C)CN([C@@H](C)CO)C(=O)c2cc(NS(=O)(=O)c3ccc(F)cc3)ccc2O1	-11	1	12	0.2
2	Cc1noc(C)c1S(=O)(=O)Nc1ccc2c(c1)C(=O)N([C@@H](C)CO)C[C@@H](C)[C@@H](CN(C)C(=O)Nc1ccccc1)O2	14	8	-5	-0.1
3	CC(C)CC1NC(=O)N(Cc2nc3ccccc3s2)C1=O (configuration not stated)	5	0	-4	0.1
4	CN(Cc1ccccc1)C(=O)c1ccc(NC(=O)Cc2cccc(NC(=O)C3CCN(C(=O)C4CCCCC4)CC3)c2)cc1	4	16*	-3	0.2
5	CCN(CC)C(=O)Cn1cc(S(=O)(=O)CC(=O)Nc2ccc(OC)c(OC)c2)c2ccccc21	-6	-1	-4	.
6	Cn1ccc(C(=O)Nc2sc3c(c2C#N)CCC3)n1	.	-1	2	.
7	Cc1cc(Br)cn2c(Cc3cccc(F)c3)c(-c3ccco3)nc12	-5	-2	-11	-0.2
8	Oc1[nH]c2ccccc2c1N=Nc1ccccc1F	2	-8	3	0.6
9	COc1cccc(C(C(=O)NC2CCCCC2)N(C(=O)c2ccccn2)c2cccnc2)c1 (configuration not stated)	1	-2	-6	7.3
10	COc1cc(-c2cc(=O)c3c(O)cc(O)cc3o2)cc(OC)c1OC	1	-1	-17	.
11	CN1CCN(CCNC(=O)Cn2c(=O)c3cccn3c3ccc(F)cc32)CC1	-6	0	8	.
12	COCC(=O)N(C)C[C@@H]1Oc2ncc(C#CC3(O)CCCC3)cc2C(=O)N([C@H](C)CO)C[C@H]1C	4	-1	17	0.1
13	Cc1ccc(NC(=S)NC(=O)/C=C/c2ccc(Cl)cc2)cc1	-2	0	-5	0.1
14	COc1ccc(S(=O)(=O)N(C)C[C@H]2Oc3c(NS(=O)(=O)c4cn(C)cn4)cccc3C(=O)N([C@H](C)CO)C[C@H]2C)cc1	5	3	7	-0.3
15	CCN1/C(=C2/SC(=S)N(NC(C)=O)C2=O)Sc2ccccc21	1	7	3	.

No.	PglD inh	Statin myotox sup	S100A4 MyoIIA
1	1	.	6
2	-4	.	-6
3	0	-36	-3
4	-8	4	-23
5	0	12	-6
6	-3	1	-7
7	.	.	-3
8	.	5	13
9	.	.	6
10	6	-4	0
11	3	-3	2
12	-1	0	-15
13	.	.	-3
14	0	-14	4
15	-9	12	8

New compounds follow
No.	Compound	ERp5 inh	SIRT5 inh	DENV2 CPE	E-sel inducer
16	CC(Oc1ccccc1)C(=O)N1CCN(C(=O)C(C)Oc2ccccc2)CC1 (configuration not stated)	0	-3	1	0.4
17	CC(CC(=O)NCc1ccco1)S(=O)(=O)c1ccc2c(c1)CCN2C(=O)C1CC1 (configuration not stated)	-5	0	-1	0.7
18	COc1cc(NS(=O)(=O)c2ccc(Nc3nc(-c4cccc([N+](=O)[O-])c4)cs3)cc2)nc(OC)n1	-1	19*	-6	0.3
19	O=C(NNC(=O)C1CC1)c1cc(=O)[nH]c2ccccc12	6	-7	2	0.5
20	CC(C)(C)c1ccc(CC(=O)N2CCC2(C)C(=O)Nc2cccc3cccnc23)cc1 (configuration not stated)	-5	-1	-10	0.8
21	C[C@@H]1CCCCO[C@@H](CN(C)CC2CCCCC2)[C@@H](C)CN([C@@H](C)CO)C(=O)c2cc(NC(=O)CCC(F)(F)F)ccc2O1	.	.	30*	0.0
22	CN1c2ccc(Br)cc2[C@H]2[C@H](CCN2C(=O)Cc2cccnc2)[C@@H]1CO	-8	6	-1	-0.3
23	Cc1noc(C)c1NC(=O)N(C)C[C@@H]1OCCCC[C@@H](C)Oc2ccc(NC(=O)c3ccncc3)cc2C(=O)N([C@H](C)CO)C[C@H]1C	5	-3	-6	-0.3
24	CNC(=O)C[C@@H]1CC[C@@H]2[C@H](COc3ccc(NC(=O)NCc4ccccc4)cc3C(=O)N2C)O1	.	.	-18	0.1
25	COc1ccc(NC(C)=[N+](C)CCNS(=O)(=O)c2ccc(Cl)cc2)cc1Cl	-4	1	5	0.9
26	Cc1cc(S(=O)(=O)N2CCN(Cc3ccccc3)CC2)c(C)s1	4	.	-3	-0.1
27	CC1CCN(C(=O)c2ccc(NS(=O)(=O)c3cccc4cccnc34)cc2)CC1	-5	-3	5	0.3
28	Cc1cc2c(cc1S(=O)(=O)NCCc1ccc(Cl)cc1)OCC(=O)N2	-5	2	4	0.5
29	Cc1cc(C(=O)c2cccs2)c(N)s1	-1	-2	3	.
30	Cc1onc(-c2ccccc2)c1CNC(=O)C1COc2ccccc2O1 (configuration not stated)	.	-5	-2	.

No.	PglD inh	Statin myotox sup	S100A4 MyoIIA
16	1	-6	0
17	-3	-5	2
18	1	4	6
19	6	-9	4
20	-1	4	-6
21	1	.	.
22	1	8	32
23	-2	-14	-25
24	-3	10	.
25	2	-6	0
26	2	14	-2
27	0	16	-4
28	9	-5	-16
29	-5	-8	-6
30	.	2	-2

The listing continues:
No.	Compound	ERp5 inh	SIRT5 inh	DENV2 CPE	E-sel inducer
31	Cc1ccc(NC(=O)CN(C)S(=O)(=O)c2cccs2)c(Br)c1	0	3	16	.
32	CCN(CC)S(=O)(=O)c1ccc(C)c(NC(=O)COC(=O)C=C(C)C)c1	2	-1	0	1.2
33	Cc1nc(C)c(C(=O)OCC(=O)Nc2ccccc2)s1	-16	-4	?	18
34	Cc1noc(C)c1C(=O)Nc1ccc(Cl)cc1C(F)(F)F	-7	-3	-3	.
35	COc1cccc(S(=O)(=O)N2CCCCN3[C@H](C2)[C@@H](c2ccc(-c4ccccc4)cc2)[C@@H]3CO)c1	5	-1	-14	-0.2
36	COc1ccc(NC(=O)Nc2cccc3c2O[C@H](CN(C)S(C)(=O)=O)[C@H](C)CN([C@@H](C)CO)C3=O)cc1	7	-3	6	4.9
37	Cc1sc2nc(SCC(=O)N(C)c3ccccc3)n(C)c(=O)c2c1C	2	2	-6	-0.5
38	N#C[C@@H]1[C@@H](c2ccc(C#Cc3ccccc3F)cc2)[C@H](CO)N1C(=O)C1CCCC1	3	0	15	-0.2
39	C[C@H]1CN([C@@H](C)CO)C(=O)c2cc(C#CC3(O)CCCC3)cnc2O[C@@H]1CN(C)Cc1ccncc1	7	-9	10	0.7
40	COc1ccc(S(=O)(=O)N[C@H]2CC[C@H](CC(=O)NCc3ccccc3F)O[C@@H]2CO)cc1	-1	-10	3	-0.2
41	CCOC(=O)CN1CCCc2nc(C)c(C)cc21	3	.	-10	-0.2
42	Cc1c(P(=S)(c2ccccc2)c2ccccc2)[n+]2ccccc2n1C/C=C/c1ccccc1	3	-3	8	0.1
43	CCNC(=O)C[C@H]1CC[C@H]2[C@@H](COc3ccc(NC(=O)c4ccccc4)cc3C(=O)N2C)O1	-2	-2	1	0.0
44	Cc1ccc(S(=O)(=O)Nc2nc(C)cc(-n3nc(C)cc3C)n2)cc1	-3	-1	-3	.
45	CC1CCc2c(sc(NC(=O)C3=COCCO3)c2C(N)=O)C1 (configuration not stated)	4	-3	?	-0.1

No.	PglD inh	Statin myotox sup	S100A4 MyoIIA
31	7	0	0
32	7	-6	17
33	5	7	-2
34	5	-52	-3
35	-2	.	-6
36	1	.	-15
37	2	6	1
38	.	.	0
39	1	-14	11
40	0	2	18
41	.	.	3
42	1	-24	-1
43	0	-2	-15
44	1	9	0
45	-5	-3	7

Continuation.
No.	Compound	ERp5 inh	SIRT5 inh	DENV2 CPE	E-sel inducer
46	COc1cc2c(C#CCCO)c(-c3ccc(C#N)cc3)oc(=O)c2cc1OC	3	.	-12	0.2
47	Cc1ccc2nc(N3C(=O)C(O)=C(C(=O)c4ccco4)C3c3ccc(C)o3)sc2c1 (configuration not stated)	1	10	7	1.1
48	COc1ccc2c(CC(=O)N[C@@H](Cc3ccccc3)C(=O)O)cc(=O)oc2c1C	-1	-32	-1	.
49	Cn1cccc1/C=C1\SC(=S)N(Nc2ccccc2)C1=O	-1	-1	4	.
50	CCN1CCN(C(=O)c2cc3c(-c4ccc(Cl)cc4)nn(C)c3s2)CC1	-4	.	-4	.
51	CO[C@@H]1CN(C)C(=O)c2ccc(NC(=O)Nc3ccccc3Cl)cc2OC[C@@H](C)N(Cc2ccccc2C(=O)O)C[C@H]1C	-1	.	?	0.3
52	Cc1cccc(CSCCNC(=O)CCSc2ccccc2)c1	0	-5	1	.
53	C[C@@H]1CCCCO[C@H](CN(C)C(=O)c2ccncc2)[C@H](C)CN([C@@H](C)CO)C(=O)c2cc(NC(=O)c3ccccc3)ccc2O1	-1&0&7	1&1&5	12&-1&9	0.0&-0.1
54	COc1ccc2nc(C)cc(NCc3ccc(F)cc3)c2c1	3	-4	2	2.2
55	O=C(NNc1cccc([N+](=O)[O-])c1)/C(=C\c1cccnc1)NC(=O)c1ccccc1	1	3	5	-0.3
56	CC=Cc1ccc2n(c1=O)C[C@@H]1[C@@H](CO)[C@H](C(=O)N3CCc4ccccc4C3)N(C(=O)CC)[C@H]21 (mixture of isomers)	1	-12	?	0.1
57	COc1cc2c3nnc(-c4ccc(F)cc4)c-3cn(Cc3ccc(F)cc3)c2cc1OC	4	.	4	-0.1
58	OC(c1ccc2ccccc2n1)c1c(Cl)cccc1Cl (configuration not stated)	-4	4	4	0.6
59	C[C@@H]1CN([C@H](C)CO)C(=O)Cc2cc(NC(=O)Cn3cnnn3)ccc2O[C@H]1CN(C)Cc1ccc(C(=O)O)cc1	-2	9	-8	-1.9
60	O=S1(=O)CCN(Cc2csc(-c3cccs3)n2)CC1	5	2	2	-0.1
61	CCn1c(SCC(=O)Nc2nncs2)nnc1-c1ccco1	2	-1	-7	.
62	C/C(=N/NC(=O)CNC(=O)Cc1ccc(Cl)cc1)c1ccco1	-12	-5	-4	-0.1
63	O=C(COc1ccc(Br)cc1)Nc1nnc(C2CC2)s1	3	0	4	.

No.	PglD inh	Statin myotox sup	S100A4 MyoIIA
46	-2	-16	-8
47	0	?	15
48	4	1	-1
49	0	.	-1
50	2	11	-6
51	3	-7	1
52	3	-7	-1
53	-2&-8&-5	3	-2&12&5
54	0	.	-51
55	4	3	-3
56	-1	14	-2
57	3	-10	-4
58	-3	6	-9
59	4	-51	2
60	.	.	4
61	2	1	-6
62	0	.	2
63	1	-1	-1

Among those listed so far, three contain a cyano group:
No.	Compound	ERp5 inh	SIRT5 inh	DENV2 CPE	E-sel inducer
6	Cn1ccc(C(=O)Nc2sc3c(c2C#N)CCC3)n1	.	-1	2	.
38	N#C[C@@H]1[C@@H](c2ccc(C#Cc3ccccc3F)cc2)[C@H](CO)N1C(=O)C1CCCC1	3	0	15	-0.2
46	COc1cc2c(C#CCCO)c(-c3ccc(C#N)cc3)oc(=O)c2cc1OC	3	.	-12	0.2

No.	PglD inh	Statin myotox sup	S100A4 MyoIIA
6	-3	1	-7
38	.	.	0
46	-2	-16	-8
